CIT2 TOR yeast – alters CIT2-GFP fluorescence in TOR pathway yeast screen | S. cerevisiae CIT2-GFP strain, flow cytometry, 3 h; 100 means same as DMSO wells | GFP response vs DMSO, % at 10 µM | actives 0.065% (n = 320,000) | AID 2029;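 active means GFP response relative to DMSO above a set limit, near the screen mean plus 3 SD, cut at about 150% in these data; inconclusive means Fewer than 70 cells measured for a yeast strain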;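 further: ratio of well median GFP fluorescence to mean of DMSO wells on the plate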
MCL1 BIM primary – disrupts human MCL1 binding to BIM-BH3 peptide; Q07820; GST-MCL1 / FITC-Bim-BH3 fluorescence polarization; inhibition, % at 10.9 µM; actives 0.68% (n = 320,000); AID 2057;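 active means inhibition above the mean inhibition of all tested compounds plus 3 SD, set per campaign, cut at about 40% in these data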;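 further: 0% = DMSO wells and 100% = unlabeled Bim-BH3 peptide control; higher means more loss of mP so more displacement of Bim peptide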
Fam108B counter – counter-screen for RBBP9 inhibitors: inhibitors of mouse Fam108B; recombinant Fam108B, FP-Rh probe fluorescence polarization; inhibition, % at 9.51 µM; actives 0.33% (n = 300,000); AID 1947;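 active means inhibition above the screen mean inhibition plus 3 SD, computed separately per campaign, cut at about 18% in these data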;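 further: inhibitors lower polarization as less probe binds the enzyme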
AGP1 TOR yeast – alters AGP1-GFP fluorescence in TOR pathway yeast screen; S. cerevisiae AGP1-GFP multiplex flow cytometry, 3 h; GFP as percent of DMSO wells; AID 2066; actives 0.02% (n = 320,000); GFP response vs DMSO, % at 10 µM;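 active means GFP response relative to DMSO above a set limit, near screen average plus 3 SD, cut at about 150% in these data; inconclusive means fewer than 70 cells counted for the yeast strain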;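 further: median GFP channel fluorescence of the gated AGP1 strain per well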
GRK2 aptamer HTS – blocks RNA aptamer binding to human GRK2; actives 0.59% (n = 330,000); AID 488847; bead flow cytometry, FAM-aptamer displacement from GRK2; P25098; inhibition of aptamer binding, % at 10 µM;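 active means inhibition of aptamer binding above 40%, roughly 3 SD of noise, on plates passing a quality check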;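 further: median bead fluorescence of bound FAM aptamer so fluorescent compounds give negative values; no value below 0 was filed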
Target sequence (P25098 whole entry, looked up): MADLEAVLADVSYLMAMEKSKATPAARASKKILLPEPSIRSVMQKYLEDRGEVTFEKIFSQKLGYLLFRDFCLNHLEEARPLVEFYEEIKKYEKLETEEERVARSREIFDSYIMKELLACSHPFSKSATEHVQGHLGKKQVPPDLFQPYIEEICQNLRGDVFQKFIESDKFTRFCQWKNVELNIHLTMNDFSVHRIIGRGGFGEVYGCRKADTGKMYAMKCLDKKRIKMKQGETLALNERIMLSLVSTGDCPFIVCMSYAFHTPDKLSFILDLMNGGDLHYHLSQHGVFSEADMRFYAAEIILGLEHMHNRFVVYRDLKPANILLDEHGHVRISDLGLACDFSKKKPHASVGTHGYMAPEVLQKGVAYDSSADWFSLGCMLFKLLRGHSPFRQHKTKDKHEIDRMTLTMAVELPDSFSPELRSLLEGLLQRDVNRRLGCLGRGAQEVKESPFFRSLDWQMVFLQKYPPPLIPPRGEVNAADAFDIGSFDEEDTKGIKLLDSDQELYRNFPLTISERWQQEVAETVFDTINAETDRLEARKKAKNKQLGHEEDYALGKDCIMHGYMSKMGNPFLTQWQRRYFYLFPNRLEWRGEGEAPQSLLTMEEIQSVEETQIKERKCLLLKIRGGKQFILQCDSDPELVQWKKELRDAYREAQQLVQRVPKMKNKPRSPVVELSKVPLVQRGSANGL
Bcl-xL primary – inhibitors of human Bcl-xL. Q07817. GST-Bcl-xL / FITC-Bim BH3 peptide fluorescence polarization. inhibition, % at 10.9 µM. actives 0.7% (n = 320,000). AID 2129;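 active means inhibition above the mean of all tested compounds plus 3 SD, cutoff set per campaign, cut at about 30% in these data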;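 further: 0% = DMSO wells and 100% = unlabeled Bim-BH3 peptide competitor; inhibitors lower millipolarization by displacing the labeled peptide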
Target sequence (Q07817 whole entry, looked up): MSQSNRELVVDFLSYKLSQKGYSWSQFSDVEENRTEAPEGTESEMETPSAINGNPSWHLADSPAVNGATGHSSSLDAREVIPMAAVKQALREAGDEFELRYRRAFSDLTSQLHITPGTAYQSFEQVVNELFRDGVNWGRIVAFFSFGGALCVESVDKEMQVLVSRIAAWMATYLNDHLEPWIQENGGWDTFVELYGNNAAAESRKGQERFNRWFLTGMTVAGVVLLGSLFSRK
MEX-5 binding – C. elegans MEX-5 TCR-2 RNA binding activity. activity score (negative = inhibition of binding), % at 10 µM. MEX-5/FITC-TCR2 RNA binding, fluorescence polarization; stronger effect = lower value. actives 0.38% (n = 300,000). Q9XUB2;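 active means inhibition past about -25% in most replicates, and total fluorescence under double the plate's negative control median, limit read from the data; inconclusive means replicates evenly split on the limit, or fluorescence at least double controls; inactive means too little inhibition in most replicates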;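 further: 0% = DMSO and -100% = 5 µM competing unlabeled TCR2 RNA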
GLD-1 TGE inh – GLD-1-TGE RNA interaction inhibition (C. elegans). inhibition, % at 5.96 µM. Q17339. AID 2280. purified GLD-1 + fluorescein TGE RNA, fluorescence polarization. actives 0.44% (n = 320,000);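 active means percent inhibition above a per-plate cutoff, the plate mean of test compounds plus 3 SD, cut at about 30% in these data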;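 further: 0% = DMSO wells with GLD-1 and probe and 100% = wells lacking GLD-1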
VLA-4 inh – inhibition in a human VLA-4 binding assay; P13612; VLA-4 expressing cells, ligand binding flow cytometry; inhibition, % (about 7 µM as worked out from the volumes in the protocol); actives 0.2% (n = 330,000); in the data active means inhibition above about 50%
* hit, by the source's call; ? = inconclusive; . = no result given; [ ] = another dose, or the depositor's remark. Not a hit list. About 2.2% of those tested had a hit in this group.

SMILES	CIT2 TOR yeast	MCL1 BIM primary	Fam108B counter	AGP1 TOR yeast	GRK2 aptamer HTS	Bcl-xL primary	MEX-5 binding	GLD-1 TGE inh	VLA-4 inh
O=C1CSC(c2cccnc2)N1c1cccc(Cl)c1 (centres undefined)	108.6	0.9	1.5	117.9	0.0	0.0	2.0	3.4	-2.4
O=C(C1CCN(CC2CCCCC2)CC1)N1CCCC1	96.6	-3.1	4.0	101.8	0.0	1.5	3.4	1.7	18.3
O=C(CCC(=O)c1ccc(F)cc1)Nc1cccc(C(F)(F)F)c1	96.7	-2.3	0.8	94.1	0.0	2.1	2.1	2.7	5.4
COC(=O)C(CCCN1C(=O)c2ccccc2C1=O)(NC(C)=O)c1nnn(C)n1 (centres undefined)	98.8	-1.5	2.9	102.0	0.0	2.3	0.6	9.0	5.4
O=C(O)c1ccccc1NCc1cccnc1	100.0	0.0	-5.0	109.6	1.0	5.6	.	4.6	1.3
O=C(Cn1cnc(S(=O)(=O)N2CCCC2)c1)Nc1cccc(F)c1	106.7	4.5	-2.1	108.7	0.0	5.9	-1.7	-4.7	0.5
COc1cc(C2Nc3ccccc3NC3=C2C(=O)CC(c2ccc(OC)c(OC)c2)C3)ccc1O (centres undefined)	110.2	-2.0	0.1	105.5	3.0	0.3	0.0	0.3	6.5
NS(=O)(=O)c1ccc(CCNC(=S)NC(=O)c2ccccc2Br)cc1	95.8	.	.	96.7	4.0	.	.	-3.7	6.0
Cc1ccc(-n2nc3c(c2NC(=O)c2c(-c4ccccc4Cl)noc2C)CSC3)cc1	104.4	7.2	-10.4	104.0	1.0	1.1	0.6	0.6	1.9
CC1(c2nnc(Cc3ccccc3)o2)CC(c2ccccc2)=NO1 (centres undefined)	102.1	11.4	0.3	92.0	0.0	5.5	1.1	2.9	8.9
Cc1onc(-c2ccccc2)c1C(=O)c1c[nH]c(C(=O)NCc2ccncc2)c1	120.4	7.2	-0.8	123.3	0.0	8.1	-1.8	2.9	-13.3
CC1CCCC(NC(=O)COC(=O)[C@@H](NC(=O)c2ccco2)C(C)C)C1C (some centres undefined)	101.7	-7.6	-1.6	102.1	0.0	1.4	-0.5	-0.7	-4.9
FC(F)(F)c1nnc2sc(-c3ccncc3)nn12	101.7	4.3	-2.5	104.8	3.0	0.5	-0.5	1.0	9.5
O=C(c1ccc(F)cc1)C1CCN(C(=S)NCC2CCCO2)CC1 (centres undefined)	97.6	0.3	3.1	102.2	1.0	3.1	-1.6	8.4	21.8
NC1=NC2(CCC(c3ccccc3)CC2)n2c(nc3ccccc32)N1 (centres undefined)	100.2	4.2	-0.5	.	1.0	2.8	2.7	-0.3	-9.3
CC1(C)S[C@@H]2[C@H](N=CN3CCCCCC3)C(=O)N2[C@H]1C(=O)O	89.7	5.0	-1.3	85.3	0.0	3.9	-2.1	7.3	4.3
CCN(CC)S(=O)(=O)c1ccc(N2CCN(C)CC2)c(NC(=O)COc2ccc(F)cc2Cl)c1	93.0	-9.8	1.7	100.6	0.0	-3.6	-0.9	0.5	8.4
COc1ccc(N(C(C)C(=O)Nc2ccc(S(=O)(=O)N3CCOCC3)cc2)S(C)(=O)=O)cc1 (centres undefined)	95.8	7.1	1.2	102.8	3.0	13.5	-3.1	-3.6	-2.8
CC(=O)Nc1ccc(S(=O)(=O)Nc2cccc(C(=O)NC(C)(C)C)c2)cc1	96.8	12.8	1.6	99.0	0.0	1.3	0.1	-3.9	11.1
CC1=C(C(=O)NC2CCCc3c2cnn3-c2cccc(C)c2C)OCCO1 (centres undefined)	101.3	0.6	-0.4	97.1	0.0	2.6	-2.9	7.1	-13.8

Part of the list above, reformatted.
| Structure | CIT2 TOR yeast | MCL1 BIM primary | Fam108B counter | AGP1 TOR yeast | GRK2 aptamer HTS | Bcl-xL primary | MEX-5 binding | GLD-1 TGE inh | VLA-4 inh |
| --- | --- | --- | --- | --- | --- | --- | --- | --- | --- |
| O=C(C1CCN(CC2CCCCC2)CC1)N1CCCC1 | 96.6 | -3.1 | 4.0 | 101.8 | 0.0 | 1.5 | 3.4 | 1.7 | 18.3 |
| CC(=O)Nc1ccc(S(=O)(=O)Nc2cccc(C(=O)NC(C)(C)C)c2)cc1 | 96.8 | 12.8 | 1.6 | 99.0 | 0.0 | 1.3 | 0.1 | -3.9 | 11.1 |

(list continues)
SMILES	CIT2 TOR yeast	MCL1 BIM primary	Fam108B counter	AGP1 TOR yeast	GRK2 aptamer HTS	Bcl-xL primary	MEX-5 binding	GLD-1 TGE inh	VLA-4 inh
COc1ccccc1N1CCN(C(=O)c2ccccc2NC(=O)C2CCCCC2C(=O)O)CC1 (centres undefined)	98.7	6.3	-0.9	91.3	4.0	2.1	0.2	4.8	8.4
O=C(NCc1ccccc1)c1cc2ccccc2oc1=O	115.3	-1.9	-3.0	109.1	0.0	3.6	1.5	-0.1	5.9
CCCCOc1ccc(C(=S)N2CCC(C(N)=O)CC2)cc1	98.0	2.3	-2.1	104.5	1.0	1.4	2.9	4.4	4.7
COC(=O)c1cccc(Cn2nnc3ccccc3c2=O)c1	86.5	5.4	-7.5	98.4	0.0	2.9	0.4	-1.2	4.4
O=C(N1CCCCCC1)N1CCN(S(=O)(=O)N2CCCCC2)CC1	93.2	0.8	2.6	97.3	0.0	-0.1	0.0	1.6	5.3
Cc1c(C)c2cc(Cl)c(O)c(CN(C)C)c2oc1=O	?	10.6	2.1	22.9[may fluoresce violet]	1.0	7.7	-2.8	7.4	8.7
CN(CC(=O)Nc1ccc(F)c(F)c1F)C(=O)CCN1C(=O)C2CCCCC2C1=O (centres undefined)	96.7	0.8	.	101.6	5.0	2.3	.	-1.2	16.7
CN(CC(=O)Nc1c(Cl)cccc1Cl)C(=O)c1ccncc1	96.7	4.3	2.7	96.3	4.0	-0.3	-0.8	-1.4	13.0
O=C(Nc1ccc(Br)cc1)c1cccc(N2C(=O)C3CCCCC3C2=O)c1 (centres undefined)	105.0	6.1	-3.9	102.5	3.0	2.8	2.4	2.1	34.1
CCOC(=O)C1=C(N)Oc2cc(C)n(CCc3ccc(OC)c(OC)c3)c(=O)c2C1c1cccnc1 (centres undefined)	92.0	0.2	-0.4	102.0	0.0	-2.4	-0.3	2.1	-11.5
Cc1ccc(-c2noc(CCC(=O)NC3CC3)n2)cc1	110.8	6.9	0.3	100.5	2.0	9.5	1.9	-2.7	3.8
CCCCOC(=O)/C=C\C(=O)OCCCC	95.4	0.1	-2.2	102.8	1.0	4.7	2.4	0.5	-2.4
CCOC(=O)N1CCC(NC(=O)c2cc3c(-c4ccc(Cl)cc4)nn(C)c3s2)CC1	99.4	-7.1	-0.7	103.4	1.0	-3.6	.	2.4	2.1
COc1ccc(CCNC(=O)CSc2n[nH]c(N)n2)cc1	98.8	-1.5	5.9	107.1	2.0	-0.2	2.1	2.4	9.1
O=C(COC(=O)Cn1cnc2ccccc21)Nc1ccc(OC(F)F)cc1	103.3	.	.	107.8	0.0	.	.	9.2	8.2
CCN(CC)C(=O)CSc1nc2ccccc2c(=O)n1CC1CCCCC1	92.3	12.2	-1.8	97.1	2.0	1.5	-4.9	3.5	6.1
CCOc1ccc(C(=O)N2CCCC(c3nc(-c4cccs4)no3)C2)cc1 (centres undefined)	101.2	-1.6	-0.6	105.1	3.0	4.7	-0.6	-0.6	-6.0
CCOc1ccc(C(=O)Nc2cc(C)ccn2)cc1	103.4	5.7	-0.2	109.3	1.0	6.2	2.3	-5.1	1.2
Cc1cc(C)c(NC(=O)COC(=O)C2CCN(c3ccc(C(F)(F)F)cn3)CC2)c(Cl)c1	96.7	-19.4	-1.8	107.8	2.0	-6.6	2.3	-1.4	10.9
CC(C)OC(=O)NC(C)(C)COC(=O)Nc1cccc(Cl)c1	88.9	-2.9	-7.6	92.4	0.0	-0.9	-2.2	7.7	0.1
C#CCOCCOCCOCCNc1nc(N2CCN(C(=O)[C@H](Cc3cc4ccccc4[nH]3)n3cc([C@@H](N)C(C)CC)nn3)CC2)nc(N2CCN(C(=O)[C@H](Cc3cc4ccccc4[nH]3)n3cc([C@@H](N)Cc4ccc(O)cc4)nn3)CC2)n1 (some centres undefined)	83.0	-0.6	-19.5	79.5	0.0	-16.4	34.5	-11.2	-10.0
O=C(CN1C(=O)/C(=C\c2ccccc2Cl)Oc2ccccc21)NCc1cccnc1	100.1	-60.9	-3.3	90.9	0.0	-10.6	0.1	-8.0	-1.6
O=C(COC(=O)c1ccc(S(=O)(=O)N2CCCC2)cc1)NCCc1ccc(F)cc1	82.2	.	.	94.8	0.0	.	.	1.4	27.3
CC(C)n1c(N)c(C#N)c2ccc([N+](=O)[O-])cc2c1=O	97.8	-10.2	-7.7	99.6	4.0	-2.4	-4.9	-2.4	4.0
CCCCCn1nc(C(=O)OCc2nnc(-c3ccccc3)o2)c2ccccc2c1=O	96.9	2.1	3.8	105.5	0.0	3.6	-3.8	-0.3	10.6
Clc1ccc(CSc2nnc(CN3CCOCC3)n2-c2ccccc2)cc1Cl	96.4	3.2	1.8	102.2	2.0	4.5	1.1	3.6	5.2
COc1ccc(/C=N/NC(=O)c2cc[n+]([O-])cc2)cc1OC	98.4	-0.5	1.9	97.1	1.0	0.3	0.4	2.5	10.3
COc1cccc(CN(C)C(=O)CCNC(=O)c2ccc(Br)cc2)c1	97.7	2.2	-2.2	99.6	0.0	3.1	-4.0	-7.7	-7.8
Cc1cc2oc(C(=O)Nc3nonc3C)c(C)c2cc1C	120.8	-5.6	-5.9	118.8	0.0	4.1	-2.1	2.5	0.8
COC(=O)C[C@H]1c2cc(C(F)(F)F)ccc2S(=O)(=O)N1C1CCCC1	116.7	1.7	6.9	90.0	0.0	7.0	-1.3	5.5	8.5
CCOc1cc(S(=O)(=O)NC2CC(C)(C)NC(C)(C)C2)ccc1F	98.0	5.2	6.1	112.5	0.0	2.3	-0.2	1.2	5.8
COc1ccc(CCNC(=O)COC(=O)c2ccc(N3CCCC3=O)cc2)cc1OC	90.0	8.1	2.6	94.8	2.0	5.0	-0.5	3.2	3.2
CN1CCN(C(=O)c2ccccc2-c2nc(-c3ccc(Cl)cc3)no2)CC1	102.9	-1.9	0.7	102.8	2.0	0.5	-0.6	6.5	15.1
CCOC(=O)CCCCCN(Cc1ccccc1)S(=O)(=O)c1ccc([N+](=O)[O-])cc1	98.8	4.1	-3.9	97.1	1.0	2.4	1.9	8.6	14.3
CC1(C)CC(=O)CC(C)(C)N1OC(=O)c1ccncc1	107.2	3.5	1.8	100.2	2.0	3.4	0.2	-4.5	-3.3
COc1ccccc1CNC(=O)c1cccc(N(C)C)c1	101.8	10.6	-0.8	.	0.0	-1.5	0.6	0.1	6.0
O=C(NCC1CCCO1)c1ccccc1-c1nc(-c2ccccc2)no1 (centres undefined)	99.0	2.0	-2.9	101.8	0.0	0.9	1.4	-1.4	11.9
Cc1cc(C(c2nnnn2Cc2ccccc2)N2CCOCC2)c(C)n1-c1ccc2c(c1)OCO2 (centres undefined)	103.0	7.3	1.2	102.1	2.0	7.8	-0.3	4.8	18.1
Cc1ccc(C(=O)C[n+]2cc(Br)cc(Br)c2)cc1[N+](=O)[O-]	94.8	6.5	0.2	100.2	6.0	3.1	-0.8	3.6	5.6
Cn1ncc(C#N)c1/N=C/N1CCOCC1	.	-1.2	1.1	98.1	0.0	-1.4	1.2	-4.9	12.4
CCN(CC)CCN1C(=O)C(=O)/C(=C(/O)c2cnn(-c3ccccc3)c2C)C1c1ccc(C)o1 (centres undefined)	103.0	9.7	-1.6	106.1	0.0	9.8	1.2	8.4	-3.7

Screens (PubChem)
